# M. tuberculosis GlmU: inhibition of mycobacterial GlmU enzyme – biochemical, glucosamine-1-phosphate acetyltransferase (AID 1376); one-dose inhibition, %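 (tested at 30 µM in the primary screen)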; IC50 in µM for titrated hits; actives 0.25% (n = 220,000); M. tuberculosis GlmU acetyltransferase enzyme assay; higher % means a stronger effect; in the data active means inhibition above about 13%;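 further: 0% = complete reaction with vehicle and 100% = reaction without substrate; strong numbers were not always called active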
# Mtb RmlCD inh: blocks M. tuberculosis RmlC and RmlD coupled enzymes; RmlC+RmlD coupled enzyme assay, percent inhibition; primary screen in compound mixtures; actives 0.03% (n = 160,000); inhibition, % at 3.6 µM; in the data active means inhibition mostly above about 34%, no sharp cut-off; further: some results filed as inactive read as strong as hits
# Target sequence (P9WH09 whole entry, looked up): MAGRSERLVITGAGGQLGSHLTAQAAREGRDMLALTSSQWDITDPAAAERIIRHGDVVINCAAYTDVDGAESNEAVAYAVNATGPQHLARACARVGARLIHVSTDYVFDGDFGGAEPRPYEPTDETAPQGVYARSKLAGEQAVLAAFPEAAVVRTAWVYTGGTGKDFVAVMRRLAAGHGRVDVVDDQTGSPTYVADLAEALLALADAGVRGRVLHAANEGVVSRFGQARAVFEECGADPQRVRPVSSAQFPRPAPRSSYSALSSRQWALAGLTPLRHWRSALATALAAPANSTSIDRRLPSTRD
# Target sequence (P9WH11 whole entry, looked up): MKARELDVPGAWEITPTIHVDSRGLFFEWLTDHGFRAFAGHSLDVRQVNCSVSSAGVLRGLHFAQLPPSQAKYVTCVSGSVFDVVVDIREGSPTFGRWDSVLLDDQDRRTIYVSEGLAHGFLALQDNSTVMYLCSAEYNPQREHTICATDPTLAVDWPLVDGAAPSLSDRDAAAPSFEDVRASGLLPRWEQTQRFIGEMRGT
# Numbers without * were called inactive; · = no result given.
SMILES,M. tuberculosis GlmU,Mtb RmlCD inh
Cc1cc(C(=O)NC(C)C)on1,0.5%,·
CCC(=O)N(CC)c1nc(-c2cc(OC)ccc2OC)cs1,0.7%,·
COc1cccc(CNC(=O)Cc2ccc(-n3c(=O)[nH]c4ccccc4c3=O)cc2)c1,6.6%,-13
Cc1ccc(CNC(=O)CCSCCC(=O)NCc2ccc(C)cc2)cc1,5.5%,·
N#C/C(=C\c1ccccc1)C(=O)Nc1nncs1,-4.3%,-1
COC(=O)c1cccc(NC(=S)NCc2ccc(F)cc2)c1,-2.9%,-5
COCCn1c(=O)[nH]c2cc(C(=O)N3CCN(c4ccccc4OC)CC3)ccc2c1=O,1.6%,-7
Cc1ccc(CNC(=O)Nc2ccc(C)cc2)cc1,0.8%,·
Cc1ccc(-c2nn3c(C)nnc3c3ccccc23)cc1S(=O)(=O)NC(C)c1ccccc1 (configuration not stated),1.0%,·
CCOC(=O)CCCNC(=O)COC(=O)c1cccc(C)c1O,4.0%,·
O=C(Cn1cc(C(F)(F)F)cc(Cl)c1=O)Nc1cc(Cl)cc(Cl)c1,3.9%,6
O=c1c(Cl)c(Cl)cnn1-c1ccccc1,1.9%,16
COc1ccccc1NC(=S)NC(NC(=O)C(C)C)C(Cl)(Cl)Cl (configuration not stated),-0.8%,2
O=C1C2C3c4ccccc4C(c4ccccc43)C2C(=O)N1Cc1ccccn1 (configuration not stated),·,-11
COc1ccc(Cl)cc1Nc1nc(-c2sc(NC(=O)C(C)(C)C)nc2C)cs1,-3.9%,7
COc1ccc(-c2csc(NNC3=NCCCCC3)n2)cc1,0.2%,7
c1ccc2c(c1)CCCN2Cc1nnnn1CC1CCCO1 (configuration not stated),2.1%,·
CCC(c1nnnn1Cc1ccc(F)cc1)N(CCCO)Cc1cc2cc3c(cc2[nH]c1=O)OCO3 (configuration not stated),-4.0%,4
CC1CN(c2ccc([N+](=O)[O-])cc2C(=O)N2CCOCC2)CC(C)N1 (configuration not stated),1.6%,-5
O=C(Cc1cccs1)N=Nc1c(O)[nH]c2ccccc12,-5.8%,10
Cc1n[nH]c(=O)n1-c1ccc(OC(F)(F)F)cc1,5.5%,0
CCn1ccnc1CN(C)Cc1nc(Cc2cccc(C(F)(F)F)c2)no1,4.6%,-6
Oc1ccc(-c2nc(-c3ccc(O)c(O)c3)cs2)cc1,6.0%,·
COCCCNCCOCCOc1ccc(C)cc1Br,-3.3%,-12
COC(=O)/C=C1/C(=O)N/C(=N\c2nc(C)cc(C)n2)N1c1ccc(OC)cc1,-2.3%,-11

# Reprinted at random: six compounds from above
SMILES,M. tuberculosis GlmU,Mtb RmlCD inh
COc1ccc(Cl)cc1Nc1nc(-c2sc(NC(=O)C(C)(C)C)nc2C)cs1,-3.9%,7
Oc1ccc(-c2nc(-c3ccc(O)c(O)c3)cs2)cc1,6.0%,·
CCn1ccnc1CN(C)Cc1nc(Cc2cccc(C(F)(F)F)c2)no1,4.6%,-6
Cc1cc(C(=O)NC(C)C)on1,0.5%,·
c1ccc2c(c1)CCCN2Cc1nnnn1CC1CCCO1 (configuration not stated),2.1%,·
COCCCNCCOCCOc1ccc(C)cc1Br,-3.3%,-12

# Remaining list, next part:
SMILES,M. tuberculosis GlmU,Mtb RmlCD inh
CN1CCN(CCCNC(=O)c2nnc(Cc3c(F)cccc3Cl)o2)CC1,-0.5%,·
O=C(Nc1ccc(S(=O)(=O)NCc2ccco2)cc1)C1CCCCC1,-1.9%,·
Cc1ccc(OCC(=O)N(Cc2cccs2)C2CCS(=O)(=O)C2)cc1 (configuration not stated),0.5%,-12
CCS(=O)(=O)N1CCN(C(=O)CC(C)C)CC1,4.0%,·
COc1ccccc1/C=C/C=N/n1c(C)nnc1C,0.2%,·
COc1cc(/C=C/C(=O)NCc2ccccn2)cc(OC)c1OC,-3.7%,3
COc1ccc(CNC(=O)CSc2ncnc3ccccc23)cc1OC,-0.9%,-10
COc1ccc(C(=O)C2CCCN(Cc3cccn3-c3nccs3)C2)cc1F (configuration not stated),2.4%,-16
O=C(CC1C(=O)NCCN1Cc1c(F)cccc1Cl)NCCCn1ccnc1 (configuration not stated),8.6%,-6
C/C(=C\C(=O)c1ccccc1)Nc1ccc2c(c1)OCO2,-6.5%,-3
COc1ccc(C2NCCn3cccc32)cc1 (configuration not stated),-7.0%,·
CN(C[C@@H](CC1CCCCC1)N(C[C@H](Cc1ccccc1)N(CCc1ccccc1)N=O)N=O)N=O,0.1%,·
COc1cc(C(=O)N=c2sc3c(C)ccc(OC)c3n2C)cc(OC)c1OC,2.5%,-6
Cn1c(N)c(C#N)c(C#N)c1-c1ccccc1,0.7%,·
COc1cccc2cc(C(=O)N(Cc3ccccc3)CC3CCCO3)c(=O)oc12 (configuration not stated),-0.3%,·
Clc1ccccc1C1CC(c2ccccc2)=Nc2ccccc2N1 (configuration not stated),6.8%,4
CCCC(C)C(=O)Nc1ccc(NC(C)=O)cc1 (configuration not stated),-4.4%,·
CCCCCCCCCC(=O)OCC(O)CO (configuration not stated),-4.7%,·
Cc1ccc(C)n1-c1ncc(Br)cn1,1.4%,-7
CC(C)NCC1CCc2cc(CO)c([N+](=O)[O-])cc2N1 (configuration not stated),5.0%,-11
COc1cc(Cl)c(C)cc1NC(=O)CCCN1C(=O)CCC1=O,-0.7%,4
COc1ccc(C(=O)C[n+]2ccccc2C)cc1,-5.7%,-11
O=c1[nH]nc(SCc2nnc(-c3cccc(Cl)c3)o2)n1C1CCCCC1,1.1%,-1
Oc1ccccc1/C=N/Nc1nccnc1Cl,-2.8%,-1
Cc1ccccc1C(=O)N1CCN(c2ccc([N+](=O)[O-])c(NCc3ccco3)c2)CC1,-1.8%,·

# Three structures already listed, sorted by count of non-hydrogen atoms, smallest number first:
SMILES,M. tuberculosis GlmU,Mtb RmlCD inh
Cc1ccc(C)n1-c1ncc(Br)cn1,1.4%,-7
CCOC(=O)CCCNC(=O)COC(=O)c1cccc(C)c1O,4.0%,·
O=c1[nH]nc(SCc2nnc(-c3cccc(Cl)c3)o2)n1C1CCCCC1,1.1%,-1

# The results go on.
SMILES,M. tuberculosis GlmU,Mtb RmlCD inh
Cc1c(C=O)n(C)n(-c2ccccc2)c1=O,-0.8%,2
Cc1ccc(C(=O)c2coc3ccc(O)c(Cl)c23)cc1,-1.6%,·
Cc1nccn1CC(O)COC1CCCCC1 (configuration not stated),-3.7%,36
CC(=O)c1cc2c(cc1NS(=O)(=O)c1ccc3c(c1)OCCO3)OCO2,-0.5%,·
CC(C)CCN1CCN(Cc2ccc(C#CC(C)(C)O)s2)CC1CCO (configuration not stated),3.1%,8
CC(=O)C(/C=N/c1cc(-c2ccc(C)cc2)nn1-c1ccccc1)=C(\C)O,-1.5%,-5
N#CC(=C=[N-])c1nc2ccccc2nc1-[n+]1cccc(NC(=O)c2cccs2)c1,2.3%,25
Cc1ccc(N2C(=O)CC(N3CCN(C)CC3)C2=O)cc1 (configuration not stated),4.5%,·
CC(C)CCN1C(=O)c2ccc(C(=O)Nc3c[nH]c(=O)[nH]c3=O)cc2C1=O,-4.4%,7
CCC(C)N(C)C1CCN(C(=S)Nc2cccc(SC)c2)CC1 (configuration not stated),-5.0%,-5
CCOC(=O)C1(CCCc2ccccc2)CCN(Cc2cnc(C)s2)CC1,-1.9%,-9
COc1cccc(C2C(C#N)=C(N)Oc3cc(C)n(Cc4ccccn4)c(=O)c32)c1OC (configuration not stated),-2.7%,·
CC(C)n1c(N2CCN(C(=O)N3CCCCC3)CC2)nc2ccccc21,1.4%,·
Brc1csc2ncccc12,2.5%,·
c1ccc(Cc2nnc3n2CCCCC3)cc1,2.5%,·
CC12CCCCC1=[N+]([O-])CN2O (configuration not stated),16%,6
O=C(CSc1nc2ccccc2[nH]1)NCCCn1ccnc1,0.8%,·
CN(C)c1cccc(C(=O)Nc2cccc(F)c2)c1,-7.3%,·
CCOc1[nH]n(-c2ccc(Cl)cc2)c(=O)c1C=Nc1ccc(Cl)cc1,-3.3%,-4
CCc1c(O)nc(SCC(=O)Nc2ccccc2)n(-c2ccccc2)c1=O,2.6%,·
CN1CCN(Cc2ccc(Sc3ccc(Cl)cc3)c([N+](=O)[O-])c2)CC1,-9.7%,9
O=C(O)Cn1nnnc1SCC(=O)Nc1ccccc1F,-0.1%,-6
CCN(CCn1cccn1)Cc1c(C(=O)N2CCCCCCC2)nc2ccc(Cl)cn12,1.8%,1
CCOc1ncccc1C(=O)OCC(=O)N1CCc2ccccc21,-0.4%,-15
COc1ccc(Br)cc1C(=O)Nc1ccc(C(=O)O)cc1,-8.4%,·

# Continuation:
SMILES,M. tuberculosis GlmU,Mtb RmlCD inh
O=C(CSc1nnc(SCc2cccc3ccccc23)s1)Nc1ccc(C(=O)O)cc1,-1.2%,-13
Cc1c(C(=N)C(C#N)C#N)c(=N)oc2c1ccc1ccccc12,3.6%,-7
C/C(CC(=O)Nc1ccc(F)cc1)=N\NC(=O)COc1ccccc1,-4.0%,8
COc1ccc(-n2cc(CNCCN3CCOC3=O)c(-c3ccccc3Cl)n2)cc1,3.9%,8
CN(c1ccccc1)S(=O)(=O)c1cccc(NC(=O)CSc2n[nH]c(N)n2)c1,-0.7%,-2
Cc1ccc(-n2cccn2)c(CN2CCCC(CNC(=O)c3ccc(F)cc3)C2)c1 (configuration not stated),-0.3%,7
O=C(NCC1CCCO1)c1cccc(Oc2ccc([N+](=O)[O-])cc2Cl)c1 (configuration not stated),-2.1%,10
CC(Nc1nc(N2CCOCC2)nc2ccccc12)c1ccccc1 (configuration not stated),3.3%,-15
O=C(CN(Cc1ccco1)C(=O)CCC(=O)Nc1ccccn1)NCCc1ccccc1,2.5%,·
NNc1cc(C(=O)O)ccc1Cl,-5.4%,·
O=C1/C(=C/c2cccc(O)c2)SC(=S)N1CC1CCCO1 (configuration not stated),-7.8%,-3
c1csc(CSc2nc3ccccc3s2)c1,-4.7%,·
CCOc1ccc2nc(C)cc(Nc3cccc([N+](=O)[O-])c3)c2c1,2.4%,-3
Cc1ccc(S(=O)(=O)NNC(=O)CCC(=O)Nc2ccc(C)c(C)c2)cc1,-5.0%,12
CC1CCc2c(C(=O)NCc3ccccn3)csc2C1 (configuration not stated),0.0%,-8
COc1ccc(C)cc1S(=O)(=O)N(CC(=O)Nc1cccc([N+](=O)[O-])c1)c1ccccc1,1.3%,11
C/C(CC(=O)NC1CCCCC1)=N\NC(=O)c1ccccn1,1.0%,7
CCCCCCC(C)OC(=O)Nc1cccc2ccccc12 (configuration not stated),2.4%,-1
O=c1[nH]c(=S)n(-c2ccccc2F)c(O)c1C=Nc1ccc(N2CCOCC2)cc1,2.2%,2
COc1cc(C2C(N3C(=O)c4ccccc4C3=O)C(=O)N2c2ccc(C)c(C)c2)cc(OC)c1OC (configuration not stated),3.7%,9
COC(=O)CSc1nnc(CNc2nc(-c3ccccc3)cs2)n1C,6.6%,6
CC(=O)c1cc(C#N)c(Oc2ccc(Cl)cc2Cl)nc1C,2.4%,·
COc1ccc(NC(=O)c2cc(S(=O)(=O)N3CCCC3)oc2C)cc1,-3.5%,-7
O=C1C2C(c3ccccc3)C=CC(c3ccccc3)C2C(=O)N1c1ccccn1 (configuration not stated),1.5%,·
Cc1ccsc1C1C(C#N)=C(N)OC2=C1C(=O)CCC2 (configuration not stated),4.6%,-6

# Quoted from the listing, 4 compounds:
SMILES,M. tuberculosis GlmU,Mtb RmlCD inh
O=C(CSc1nnc(SCc2cccc3ccccc23)s1)Nc1ccc(C(=O)O)cc1,-1.2%,-13
Cc1c(C(=N)C(C#N)C#N)c(=N)oc2c1ccc1ccccc12,3.6%,-7
C/C(CC(=O)Nc1ccc(F)cc1)=N\NC(=O)COc1ccccc1,-4.0%,8
COc1ccc(-n2cc(CNCCN3CCOC3=O)c(-c3ccccc3Cl)n2)cc1,3.9%,8

# Later entries.
SMILES,M. tuberculosis GlmU,Mtb RmlCD inh
COc1ccc(OC)c(C2C=C(C34CC5CC(CC(C5)C3)C4)NC(=S)N2)c1 (configuration not stated),0.8%,9
CN(C)c1ccc(CN(C(=O)c2ccc(Cl)c([N+](=O)[O-])c2)C2CCS(=O)(=O)C2)cc1 (configuration not stated),2.3%,-2
CCC(=O)Nc1ccc(C(=O)NCCCn2ccnc2)cc1,1.2%,4
CCn1c(=S)[nH]c2scc(-c3cccs3)c2c1=O,4.1%,13
COc1ccc(-c2csc(Nc3ncccc3C)n2)cc1,3.1%,·
COc1ccccc1CC(=O)N1CCN(c2ccccn2)CC1,-0.7%,2
O=C(c1ccc2c(c1)ncn2C1CCCCC1)N1CCC2(CC1)OCCO2,-2.6%,10
CC(C)c1cc(-c2cc(C(=O)NCc3ccccc3)on2)nc(NCC2CC2)n1,2.8%,11
Cc1ccc(-c2nn(-c3ccccc3)cc2/C=N/n2c(-c3cccs3)n[nH]c2=S)cc1,6.4%,4
COc1ccc(CCNC(=O)C(=O)NCc2cccs2)cc1OC,0.1%,·
O=C(NC1CCCC1)C(c1cccs1)N(C(=O)c1ccco1)c1ccc2c(c1)OCO2 (configuration not stated),5.5%,·
CCc1ccc2c(c1)C(c1ccc([N+](=O)[O-])cc1)=NNC(c1ccccc1)=N2,2.0%,6
N/C(Cc1ccc(Cl)cc1Cl)=N\OC(=O)Cc1ccc(Cl)cc1,0.9%,6
CCOC(=O)N1CCN(C(=O)Nc2ccc3nc(-c4ccccn4)c(-c4ccccn4)nc3c2)CC1,-3.7%,·
Cc1ccc(S(=O)(=O)Cc2ccc(C(=O)N3CCN(c4ccc(F)cc4)CC3)o2)cc1,0.2%,-6

# Assay outcomes deposited in PubChem by several laboratories.

# This is a subset (hit frequency here may not be typical).
